Vif imaging: blocks HIV Vif function; HEK293T cells, Vif self-association by quenched fluorescence, imaging, 24 h; inhibition, % at 7.49 µM; actives 0.35% (n = 340,000); in the data active = inhibition above about 50%, passing the limit was not always enough; also: some results filed as inactive read as strong as hits
Peg3 promoter: reduces Peg3 promoter-driven luciferase expression in HeLa; inhibition, % at 20 µM; AID 588405; actives 1.7% (n = 360,000); HeLa PEG-Prom luciferase reporter, luminescence, overnight;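 active = inhibition of at least 50% at 20 µM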
PDI turbidity: PDI (human) enzyme inhibition. P07237. AID 588391. inhibition, % at 10 µM. actives 0.052% (n = 350,000). PDI insulin aggregation turbidity, A650, 90 min;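 active = mean inhibition across replicates of 30% or more, whatever share of single replicates reach that level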;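 also: absorbance from insulin aggregation driven by PDI reduction with DTT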
Target sequence (P07237 whole entry, looked up): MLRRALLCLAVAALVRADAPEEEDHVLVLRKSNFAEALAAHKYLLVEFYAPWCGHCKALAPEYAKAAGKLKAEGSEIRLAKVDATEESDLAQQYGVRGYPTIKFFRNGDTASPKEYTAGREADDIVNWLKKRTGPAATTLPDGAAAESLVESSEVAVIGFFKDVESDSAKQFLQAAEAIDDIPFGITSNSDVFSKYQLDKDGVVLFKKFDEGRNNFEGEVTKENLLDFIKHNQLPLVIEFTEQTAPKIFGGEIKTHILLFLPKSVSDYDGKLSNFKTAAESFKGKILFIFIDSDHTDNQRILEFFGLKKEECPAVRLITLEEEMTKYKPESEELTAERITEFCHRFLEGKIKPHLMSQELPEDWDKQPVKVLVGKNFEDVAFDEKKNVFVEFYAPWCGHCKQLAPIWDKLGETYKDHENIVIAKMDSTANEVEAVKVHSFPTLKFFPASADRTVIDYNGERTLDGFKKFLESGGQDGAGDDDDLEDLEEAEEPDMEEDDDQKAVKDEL
NR2E3 ag-1: human photoreceptor-specific nuclear receptor agonism. Q9Y5X4. CHO-S Gal4-NCOR/VP16-NR2E3 two-hybrid, luciferase. inhibition of corepressor binding, % at 3.98 µM. actives 0.35% (n = 360,000). AID 602229;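 active = inhibition above the mean of all tested compounds plus 3 SD, cut at about 70% in these data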;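 also: 0% = DMSO with NR2E3 transfected cells and 100% = cells lacking NR2E3 construct; higher means lower luciferase signal from less NR2E3 corepressor binding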
Target sequence (Q9Y5X4 whole entry, looked up, the tested form may be a part): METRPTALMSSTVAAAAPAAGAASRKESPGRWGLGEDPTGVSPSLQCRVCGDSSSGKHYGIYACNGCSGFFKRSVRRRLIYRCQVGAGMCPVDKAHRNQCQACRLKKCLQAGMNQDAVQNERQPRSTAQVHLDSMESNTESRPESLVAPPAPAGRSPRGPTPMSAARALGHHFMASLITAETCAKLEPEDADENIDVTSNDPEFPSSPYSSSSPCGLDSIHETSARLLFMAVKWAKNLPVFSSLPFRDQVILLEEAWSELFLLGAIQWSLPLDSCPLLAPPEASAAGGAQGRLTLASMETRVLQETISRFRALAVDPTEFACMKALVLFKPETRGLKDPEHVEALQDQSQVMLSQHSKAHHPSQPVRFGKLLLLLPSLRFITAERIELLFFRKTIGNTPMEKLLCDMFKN
KKLEB cytotox: reduces viability of KKLEB cystic fibrosis airway cells; activity change (cytotoxicity), % at 5 µM; actives 0.36% (n = 360,000); AID 602141; KKLEB CF airway cells viability, ATPlite luminescence, overnight; hits give low values; cells stimulated with P. aeruginosa culture filtrate;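 active = corrected activity change at or below -50% at 5 µM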
NR2E3 ag-2: NR2E3 (human) agonism. actives 0.12% (n = 320,000). inhibition of corepressor binding, % at 4.78 µM. AID 2300. Q9Y5X4. GST-NR2E3/biotin-RetCOR TR-FRET, 1536-well;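 active = percent inhibition above the cutoff of mean plus 3 SD of all tested compounds, set per screening campaign, cut at about 20% in these data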;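 also: 0% = DMSO wells and 100% = biotin wells as full block of FRET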
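Test system – NR2E3–RetCOR corepressor complex · Quantity – NR2E3 fusion 1.35 nM · Buffer or medium – Tris pH 7.5 · Incubation – Compound–protein incubation for 5 h at 4 °C · Technique – TR-FRET, Eu(K)-anti-GST donor, streptavidin-D2 acceptor, ex 340, em 617/671 nm · Evaluation – percent inhibition of 671/617 nm emission ratio versus biotin and DMSO controls · Plate – 1536-well format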
CaV13 ICDI inh: Primary screen for inhibitors of IQ motif and Ca2+-dependent inactivation inhibitor domain binding in CACNA1D, Förster resonance energy transfer in living cells, …; HEK cells, CFP/YFP FRET ICDI-IQ, plate reader, 10 min; percent FRET-ratio fall versus neutral wells; inhibition, % at 12.3 µM; actives 0.098% (n = 340,000);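 active = mean replicate inhibition of at least 30% and at least 1% of replicates passing that level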;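 also: 0% = median of the neutral control wells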
MITF TRPM1 inh: MITF TRPM1 promoter inhibition in SK-MEL-5 cells | actives 0.83% (n = 330,000) | AID 488899 | inhibition, % at 12.5 µM | SK-MEL-5 TRPM1 promoter luciferase, 24 h;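 active = mean inhibition across replicates of 60% or more, whatever share of single replicates reaches that level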; also: values of inactives mirror those of a sister screen read the other way
Shn3 inh set2: reduces Shn3 3'UTR luciferase signal in osteoblasts | inhibition, % at 12.5 µM | AID 588674 | Clone20 osteoblast Shn3 3'UTR firefly luciferase, 24 h | actives 0.52% (n = 360,000);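 active = mean inhibition of at least 75% with every replicate also reaching 75%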;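 also: 0% = median of neutral control wells and 100% = pilot-screen positive control compound; some compounds past the cut are filed as inactive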
CF NFkB inh: inhibitors of cystic fibrosis induced NF-kB. KKLEB NF-kB-GFP reporter, PAF-induced, GFP fluorescence overnight. inhibition, % at 5 µM. actives 0.86% (n = 360,000);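 active = at least 50% inhibition at 5 µM, scaled per plate between neutral and stimulator controls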;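 also: PAF is a Pseudomonas aeruginosa culture filtrate used as stimulus; plate controls were PAF-stimulated DMSO wells for no effect and unstimulated DMSO wells for full effect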
HIF-2a block: inhibitors of HIF-2a; 786-0 RCC cells HIF-2a reporter, luciferase luminescence, overnight; inhibition, % at 18.8 µM; actives 0.72% (n = 360,000);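 active = inhibition of the luminescence signal of 40% or more relative to plate controls, in a single-dose primary screen at 18.75 µM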
Active calls of the source: *; / = not tested or not shown.

SMILES | Vif imaging | Peg3 promoter | PDI turbidity | NR2E3 ag-1 | KKLEB cytotox | NR2E3 ag-2 | CaV13 ICDI inh | MITF TRPM1 inh | Shn3 inh set2 | CF NFkB inh | HIF-2a block
Cc1cc(S(=O)(=O)N2CCN(C(=O)c3ccco3)CC2)ccc1F | -2 | 11 | 16 | -27 | -4 | 1 | -12 | -3 | -1 | -9 | 9
CCNC(=O)NC(=O)CSc1ccc(S(=O)(=O)N2CCCCC2)cn1 | 0 | 0 | 8 | -8 | 0 | -1 | -2 | -6 | 5 | 0 | 8
COc1cc(NC(=O)c2ccccc2)c(OC)cc1NC(=O)Cc1ccc(F)cc1 | -14 | -10 | 1 | -11 | -7 | 5 | -1 | -3 | 5 | 3 | -3
CCOCCCNC(=O)c1cc2c(=O)n3cccc(C)c3nc2n1C | 22 | 9 | -4 | 3 | -19 | -3 | -7 | -3 | -2 | 11 | -14
Cc1ccc(C(=O)NCC(=O)N2CCN(c3ncccn3)CC2)s1 | 14 | -32 | -5 | -3 | -1 | 5 | -5 | -15 | -18 | 5 | -43
COc1cccc(C2CN(c3ccc(F)cc3F)N=C2c2cccs2)c1OC (stereo not drawn) | 13 | 19 | 5 | -27 | 12 | 4 | -7 | 6 | 8 | -8 | 0
Cc1ccc2cc3cc(C(=O)NCCCN4CCc5ccccc5C4)oc3nc2c1 | -3 | -28 | -2 | 2 | -6 | 1 | -4 | -5 | -4 | -10 | -52
CCn1ccnc1CN(C)Cc1cn(C)nc1-c1ccccc1F | -4 | 13 | 13 | 5 | 14 | -2 | -5 | 4 | -2 | 0 | 12
CC/C(=N\NC(N)=O)c1ccc(OC(F)F)cc1 | -3 | 13 | 3 | 10 | 8 | -1 | -17 | 3 | -8 | -13 | 4
COc1ccc(Cl)cc1C1=NOC2(CCC2)C(=O)N1Cc1ccc(NC(C)=O)cc1 | -7 | 12 | 2 | -15 | 8 | / | 28 | / | 13 | -15 | 8
Cc1cccnc1NC(=S)NC(=O)c1oc2ccccc2c1C | -2 | -370 | -8 | -72 | -3 | -1 | -3 | -57 | -117 | -17 | -285
COc1ccc(CN2CCNC(=O)C2CC(=O)NCC2CCOCC2)cc1C (stereo not drawn) | 9 | 4 | -1 | -16 | 10 | / | -7 | -3 | 0 | -13 | 16
Cc1[nH]c2ccccc2c1/C=N/Nc1nc2ccccc2[nH]1 | -2 | -123 | -5 | -7 | 17 | -6 | -16 | -105 | 18 | -83 | -206
O=S(=O)(Cc1ccccc1)N1CCN(C2Cc3ccccc3C2)CC1 | 28 | 17 | 4 | 3 | -9 | -2 | -5 | -4 | -9 | -1 | 21
COc1cc([N+](=O)[O-])cc(/C=N/NC(=O)c2ccc(NC(=O)c3ccc(C)cc3)cc2)c1O | 23 | 47 | -9 | -30 | -75* | / | -2 | 72* | 62 | 82* | 28
O=C(O)CSCC(=O)Nc1ccc(-c2nc3ccccc3s2)cc1 | 2 | -148 | 18 | -139 | 14 | -2 | -3 | -55 | -48 | -14 | -112
CNC(=O)c1ccc(NC(=O)c2ccccc2OCc2c(C)noc2C)cc1 | -4 | -4 | -2 | -10 | 1 | / | -10 | / | 19 | 10 | -11
COc1cccc(NC(=O)C2CCCN2C(=O)Nc2ccccc2F)c1 (stereo not drawn) | -2 | 15 | -2 | 2 | -12 | 0 | / | 0 | 10 | -18 | -10
CC(Oc1ccc(Cl)cc1Cl)C(=O)NNC(=O)c1cccnc1 (stereo not drawn) | 6 | -25 | 7 | -38 | -5 | 0 | -7 | 0 | -23 | -14 | -10
COc1ccc(/C=C/C(=O)Oc2ccc(C)cc2)cc1 | -2 | 2 | 4 | 3 | -1 | -1 | -5 | -7 | 4 | 15 | 16

The final 3 entries of the section before are carried over, then new ones follow.
SMILES | Vif imaging | Peg3 promoter | PDI turbidity | NR2E3 ag-1 | KKLEB cytotox | NR2E3 ag-2 | CaV13 ICDI inh | MITF TRPM1 inh | Shn3 inh set2 | CF NFkB inh | HIF-2a block
COc1cccc(NC(=O)C2CCCN2C(=O)Nc2ccccc2F)c1 (stereo not drawn) | -2 | 15 | -2 | 2 | -12 | 0 | / | 0 | 10 | -18 | -10
CC(Oc1ccc(Cl)cc1Cl)C(=O)NNC(=O)c1cccnc1 (stereo not drawn) | 6 | -25 | 7 | -38 | -5 | 0 | -7 | 0 | -23 | -14 | -10
COc1ccc(/C=C/C(=O)Oc2ccc(C)cc2)cc1 | -2 | 2 | 4 | 3 | -1 | -1 | -5 | -7 | 4 | 15 | 16
COc1cc(OC)nc(/N=C/N(C)C)n1 | -1 | 16 | -5 | 8 | -5 | / | 0 | -7 | -15 | 6 | 21
O=[N+]([O-])c1ccccc1S(=O)(=O)NC1CC2CCC1C2 (stereo not drawn) | 6 | 8 | 7 | -11 | -3 | 1 | -20 | 5 | 4 | 13 | 12
Cc1nc(Cl)sc1C(=O)Nc1ccc(C(F)(F)F)cc1 | 13 | -7 | -2 | 2 | 3 | 5 | -1 | 1 | -4 | -23 | 11
CC(C)C[C@@H](CN)NC(=O)c1nc[nH]c1C(=O)N[C@@H](CC(C)C)C(=O)CNC[C@H](C)NC(=O)c1nc[nH]c1C(=O)N[C@@H](CC(C)C)C(=O)O | 1 | -9 | 3 | -22 | -3 | / | / | -2 | -9 | -10 | 4
Cc1ccc(NC(=S)N2CCC(NC(=O)c3cccc(F)c3)CC2)cc1 | 1 | -35 | 3 | -21 | 5 | -2 | -4 | 5 | -1 | -20 | -4
Cc1ccc(-n2c(SCC(=O)N3CCCc4ccccc43)nnc2-c2cccnc2)c(C)c1 | -9 | 16 | -3 | 5 | -9 | 4 | -6 | 4 | -4 | 7 | 22
COc1ccccc1N(CC(=O)N1CCOCC1)S(C)(=O)=O | -1 | -2 | 1 | -2 | 3 | 4 | -19 | 3 | 5 | -1 | 3
CC1CC1c1ccc(/C=C(\C#N)C(=O)Nc2ccc(Cl)cc2)o1 (stereo not drawn) | 2 | -312 | 4 | -123 | -2 | 1 | -6 | -48 | -19 | -2 | -268
CC(=O)Nc1cccc(C(=O)/C=C/c2ccc(C)cc2)c1 | 12 | 97* | 8 | -83 | -8 | -1 | -15 | 23 | -9 | 36 | -18
Cc1ccc(NC(=O)CSc2nc(N)cc(N)n2)cc1S(=O)(=O)N1CCOCC1 | -1 | 13 | 0 | -17 | -3 | 5 | -2 | 6 | 0 | 22 | 8
CC1CN(C(=O)c2cc3c(s2)CCC3)CC(C)O1 (stereo not drawn) | 2 | 0 | 15 | 3 | 6 | 1 | -7 | 0 | -15 | 17 | -17
CSCCC(NC(=O)c1ccccc1)C(=O)NNC(=O)c1ccccc1 (stereo not drawn) | -4 | -1 | -13 | -5 | 12 | / | -5 | 3 | 4 | -8 | 10
CCCCn1c(N)c(N(CCC(C)C)C(=O)c2ccc(-c3ccc([N+](=O)[O-])cc3)o2)c(=O)[nH]c1=O | -4 | 16 | -3 | -4 | 17 | 1 | -6 | 5 | 1 | -7 | -5
CC12CCC(=O)N1C(C(=O)Nc1nc3ccc(Cl)cc3s1)CS2 (stereo not drawn) | -3 | -81 | 2 | -9 | -5 | 0 | -5 | -8 | -29 | 31 | -102
Cc1ccc(C(=O)c2cc([N+](=O)[O-])ccc2N2CCOCC2)cc1 | 4 | 52* | 1 | -46 | -18 | / | -11 | -9 | -21 | 30 | 7
N#CC(NC(=O)OCc1ccccc1)c1ccccc1 (stereo not drawn) | -1 | -3 | 2 | 13 | 15 | -3 | -10 | -8 | -7 | 2 | 1
O=C(N/N=C/c1cccnc1)c1ccc(F)cc1 | -3 | -31 | 4 | -26 | 10 | 0 | -3 | 0 | -17 | -1 | -58
CCC(C)N(C(=O)CN1C(=O)NC2(CCc3ccccc32)C1=O)C1CCS(=O)(=O)C1 (stereo not drawn) | 27 | -1 | -8 | 0 | 2 | 4 | -5 | 15 | -19 | -7 | 8
COC(=O)C1=CN(C2CC2)C=C(C(=O)OC)C1c1ccc(C(F)(F)F)cc1 | 3 | 14 | 1 | -35 | -1 | -1 | -5 | 5 | 13 | 7 | 14
O=C(O)C1CCC(c2ccc(-c3ccccc3)cc2)CC1 (stereo not drawn) | -1 | -241 | 1 | -137 | -8 | -1 | -2 | -42 | -17 | 21 | -165
Cc1cc(C)c(C)c(S(=O)(=O)N2CCN(C(=O)c3ccco3)CC2)c1C | -2 | 8 | 0 | 5 | -11 | 3 | -21 | / | -2 | 18 | 14
CCCC/C=C/C(NC(=O)c1ccc(C(=O)OC)cc1)c1ccccc1 (stereo not drawn) | / | -7 | -6 | -60 | 6 | 0 | -5 | -9 | -10 | 12 | -24
CCN(CC)S(=O)(=O)c1ccc(NC(=O)C2CCCO2)cc1 (stereo not drawn) | / | 6 | 6 | 19 | 7 | 1 | -7 | -8 | 28 | -16 | 6
COc1ccccc1CCC(=O)OCc1csc(CC(=O)Nc2ccccc2C)n1 | 15 | -4 | -6 | 0 | -6 | 1 | -10 | 9 | -7 | -4 | 15
O=C(c1ccco1)N1CCN(Cc2nnnn2CCc2ccccc2)CC1 | 11 | 12 | -2 | -10 | -28 | -3 | -5 | -1 | -5 | -1 | 2
O=[N+]([O-])c1ccc(S(=O)(=O)N(CCCN2CCOCC2)Cc2cccs2)cc1 | 10 | -3 | -7 | -60 | -2 | -1 | -4 | -6 | 2 | 0 | 6
COC(=O)c1ccc(NC(=O)CCN2CCN(CCC(=O)Nc3ccc(C(=O)OC)cc3)CC2)cc1 | -2 | -2 | -3 | -5 | 11 | -1 | / | 11 | 11 | 4 | 9
CN(C)S(=O)(=O)c1ccc(NC(=O)c2ccc(Br)o2)cc1 | / | -33 | 3 | 6 | 8 | 5 | / | -20 | -19 | -10 | -90
CC(C)Cc1cc(C(=O)NCCc2ccccc2)no1 | 9 | -330 | / | -121 | -1 | 0 | -3 | / | -41 | 2 | -294
COC(=O)C1=C(C)NC(=O)NC1c1ccc(OCC(=O)N2CCCCC2)cc1 (stereo not drawn) | 13 | 21 | 7 | -7 | 20 | 4 | -5 | 13 | 2 | -24 | 9
Nc1[nH]c(=O)[nH]c(=O)c1N=Nc1ccccc1Cl | -3 | -39 | 6 | -16 | 4 | -6 | -14 | 22 | -25 | 12 | -39
N#CC1=C(N)n2c(s/c(=C\c3ccco3)c2=O)=C(C#N)C1c1ccco1 (stereo not drawn) | 0 | 5 | 0 | -47 | 5 | 7 | -6 | 13 | -4 | -43 | 12
Cc1cc(C)nc(NC(=O)c2cccc(Br)c2)n1 | 2 | 1 | 22 | -3 | 6 | -2 | 12 | 7 | 14 | -9 | 5
CCOC(=O)Cc1csc(SCC(=O)NC(C)C23CC4CC(CC(C4)C2)C3)n1 (stereo not drawn) | -10 | 14 | 2 | -2 | 3 | 0 | -5 | 4 | -3 | -2 | 20

Screening data deposited in PubChem by several laboratories.
